POLB inh – DNA polymerase beta (human) inhibition; Potency, µM (titrated, usually from 114 µM), for inactives: at the top dose activity change, negative = inhibition, actives largely listed as inhibitors; AID 485314; hit rate 1.3% among 340,000; Pol beta primer extension/strand displacement, fluorescence kinetic; P06746; note: % is set by controls: 0 for no effect and ±100 for the full control effect
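Values derive from four-parameter Hill fits of normalized kinetic data: reads at 0 and 10 min following addition of 50 nM substrate to 10 nM Pol beta preincubated 15 min with compound.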
Apoferritin bind – candidate novel general anesthetic via apoferritin binding; P02791; apoferritin/1-aminoanthracene competitive binding, fluorescence; Potency, µM (highest dose often 77.5 µM), inactives show top-dose activity change, negative = displacement, hits mostly inhibitors; hit rate 0.074% among 350,000; AID 485281; note: % is set by controls: 0 for no effect and ±100 for the full control effect; nearly all actives have a fitted effect of over 20% in size
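Apoferritin-based anesthetic binding model; compound displacement of fluorescent 1-AMA measured as endpoint fluorescence after 10 minutes at room temperature, scaled to free-ligand and complex controls.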
G9a inh – blocks human histone lysine methyltransferase G9a; Q96KQ7; hit rate 8.8% among 350,000; Potency, µM (titrated, usually from 102 µM), for inactives: at the highest dose activity, negative = inhibition, actives largely listed as inhibitors; G9a H3K9 monomethylation, AlphaScreen, 2 h; note: % is set by controls: 0 for no effect and ±100 for the full control effect; nearly all actives have a fitted effect of over 75% in size
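Enzyme 20 nM + cpd, 15 min RT; add b-H3K9 pep 500 nM / SAM 20 uM; 2 h RT; anti-H3K9me1 Ab 0.5 ug/mL + SA donor / anti-rabbit acceptor beads 20 ug/mL each, 10 min; AlphaScreen read.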
POLK inh – DNA polymerase kappa (human) inhibition; purified Pol kappa, fluorescent DNA synthesis assay, 10 min; Potency, µM (series often up to 107 µM), for the others: at the highest dose activity, negative = inhibition, usual class: inhibitors; hit rate 0.53% among 400,000; AID 588579; note: % is set by controls: 0 for no effect and ±100 for the full control effect
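Enzyme at 10 nM met test compounds for 15 min at room temperature. Substrate addition (50 nM final) began the reaction, which was monitored by fluorescence at 0 and 10 min.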
BLM helicase inh – Bloom syndrome helicase (human) inhibition. recombinant BLM DNA unwinding, fluorescence dequenching. P54132. hit rate 0.2% among 350,000. Potency, µM (doses to about 56.1 µM), for inactives: at the top dose activity change, negative = inhibition, actives largely listed as inhibitors;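 note: plate controls were vehicle for no effect and no enzyme for full effect; nearly all actives have a fitted effect of over 35% in size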
APE1 inh – APE1 (human) endonuclease inhibition. recombinant APE1, TAMRA/BHQ-2 abasic DNA cleavage fluorescence. Potency, µM (series often up to 65.8 µM), for the others: at the top dose activity change, negative = inhibition, most hits filed as inhibitors. hit rate 0.35% among 350,000. AID 2517;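 note: plate controls were vehicle for no effect and reference inhibitor for full effect; nearly all actives have a fitted effect of over 55% in size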
Target sequence (P27695 whole entry, looked up): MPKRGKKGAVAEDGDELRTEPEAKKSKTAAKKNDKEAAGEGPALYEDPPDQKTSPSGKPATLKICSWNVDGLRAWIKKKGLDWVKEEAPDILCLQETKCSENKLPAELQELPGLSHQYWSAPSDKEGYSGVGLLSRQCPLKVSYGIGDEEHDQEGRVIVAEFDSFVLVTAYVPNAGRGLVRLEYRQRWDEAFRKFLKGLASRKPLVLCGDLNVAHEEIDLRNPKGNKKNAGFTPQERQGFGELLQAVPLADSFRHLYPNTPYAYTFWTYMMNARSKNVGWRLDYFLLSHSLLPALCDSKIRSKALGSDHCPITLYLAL
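APE1 at 0.75 nM preincubated 15 min at room temperature with compound. Reaction then started with 50 nM double-stranded THF-abasic substrate labelled with TAMRA/BHQ-2, and 525/598 nm fluorescence read kinetically. Activity taken as third-minus-first read difference, normalized to DMSO and NSC13755 controls.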
POLI inh – blocks human DNA polymerase iota activity; Q9UNA4; Pol iota fluorescent replication assay, 10 min; Potency, µM (top dose mostly 115 µM), for the others: top-dose activity, negative = inhibition, hits mostly inhibitors; hit rate 1% among 390,000; AID 588590
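Fluorescent replication assay read twice, at 0 min and 10 min after adding 50 nM (final) substrate. Enzyme (10 nM) and compounds were first incubated 15 min at room temperature; enzyme-free buffer wells were negative controls.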
BAZ2B block – BAZ2B (human) inhibition. hit rate 4.4% among 360,000. Potency, µM (series often up to 114 µM), for the others: at the top dose activity change, negative = inhibition, usual class: inhibitors. Q9UIF8. AlphaScreen BAZ2B-H3K14Ac peptide displacement; note: % is set by controls: 0 for no effect and ±100 for the full control effect; nearly all actives have a fitted effect of over 60% in size
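Complex of BAZ2B and biotin-H3K14Ac (50 nM apiece) forms over 30 min at RT, then faces library compounds up to 110 uM for another 30 min; AlphaScreen beads added, 20 min dark incubation, luminescence read.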
POLH inh – inhibitors of human DNA polymerase eta; AID 588591; Potency, µM (titrated, usually from 114 µM), without a hit: top-dose activity change, negative = inhibition, most hits filed as inhibitors; recombinant Pol eta, fluorescent DNA replication assay; Q9Y253; hit rate 1.2% among 390,000; note: % is set by controls: 0 for no effect and ±100 for the full control effect
Target sequence (Q9Y253 whole entry, looked up): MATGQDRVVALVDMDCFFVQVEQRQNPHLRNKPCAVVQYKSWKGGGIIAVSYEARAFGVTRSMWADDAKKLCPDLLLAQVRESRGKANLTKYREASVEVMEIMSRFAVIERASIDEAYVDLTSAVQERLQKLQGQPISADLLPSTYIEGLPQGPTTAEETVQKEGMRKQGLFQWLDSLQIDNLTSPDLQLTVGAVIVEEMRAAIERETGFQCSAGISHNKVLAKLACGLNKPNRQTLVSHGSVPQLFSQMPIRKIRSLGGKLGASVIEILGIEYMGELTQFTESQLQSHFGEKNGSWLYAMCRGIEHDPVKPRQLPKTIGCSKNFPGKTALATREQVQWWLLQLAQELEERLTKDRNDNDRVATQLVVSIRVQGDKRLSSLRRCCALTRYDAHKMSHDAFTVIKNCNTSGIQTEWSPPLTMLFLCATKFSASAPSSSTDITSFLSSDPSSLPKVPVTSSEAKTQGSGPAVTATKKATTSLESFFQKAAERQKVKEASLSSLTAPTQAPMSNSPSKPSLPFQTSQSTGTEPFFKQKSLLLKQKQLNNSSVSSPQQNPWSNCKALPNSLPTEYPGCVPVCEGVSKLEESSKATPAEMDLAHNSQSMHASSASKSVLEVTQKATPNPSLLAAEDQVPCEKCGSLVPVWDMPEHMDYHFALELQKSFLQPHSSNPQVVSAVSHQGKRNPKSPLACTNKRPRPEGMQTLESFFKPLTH
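Pol eta (10 nM) was preincubated with compounds for 15 min at room temperature, after which fluorescent replication substrate (50 nM final) was added to start the reaction. Fluorescence was read kinetically at 0 and 10 min.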
Active calls of the source: *; [ ] = another dose, or the depositor's remark. Calls come from the whole dose curve; as a rule, active = well fitted curve in the direction sought with a large enough effect; inconclusive = small, poorly fitted or top-dose-only effect, or another doubt; inactive = no such curve, though single readings can be large; an effect the other way counts as inactive or inconclusive. Potency is the fitted concentration of half-maximal effect. A portion of the library; rates above refer to the full screens.

`CN(C)CCCNC(=O)CC(c1ccc(F)cc1)c1ccco1` (centres undefined) gave POLB inh 41%, Apoferritin bind -10%, G9a inh 27%, POLK inh -8%, BLM helicase inh 3%, APE1 inh 1%, POLI inh 3%, BAZ2B block 12% and POLH inh -10%.
CC(=O)C1=C(O)C(=O)OC1c1ccc(Cl)cc1 (centres undefined) was read as POLB inh 1%, Apoferritin bind -1%, G9a inh 50µM*, POLK inh -8%, BLM helicase inh -1%, APE1 inh 3%, POLI inh inconclusive, BAZ2B block -12% and POLH inh 1%.
`CN1CCN(NC(=O)c2cc(-c3ccccn3)nc3ccccc23)CC1` gave POLB inh 3%, Apoferritin bind 2%, G9a inh 7%, POLK inh 2%, BLM helicase inh 3%, APE1 inh -8%, POLI inh 214%[activator], BAZ2B block inconclusive and POLH inh -6%.
`O=C(CCC(=O)N(CC(=O)NC1CCCCC1)c1ccc(F)cc1)Nc1ccccn1` gave POLB inh 34%, Apoferritin bind -1%, G9a inh -5%, POLK inh -11%, BLM helicase inh -1%, APE1 inh -12%, POLI inh 72%[activator], BAZ2B block 0% and POLH inh 1%.
CCOc1ccc(-n2cc(C(=O)N3CCN(C)CC3)c3cc(OC)c(OC)cc3c2=O)cc1 was read as POLB inh 1%, Apoferritin bind 1%, G9a inh 21%[59 µM], POLK inh -17%, BLM helicase inh 0%, APE1 inh -2%, POLI inh 9%, BAZ2B block -2% and POLH inh -6%.
COc1ccc(C(=O)CNc2cccc(F)c2)cc1 was read as POLB inh -1%, Apoferritin bind 2%, G9a inh 5%[2.33 µM], POLK inh 2%, BLM helicase inh 0%, APE1 inh -14%, POLI inh 9%, BAZ2B block 4% and POLH inh -16%.
`CC(=O)Nc1ccc(Nc2cc(C)nc3c(-c4ccc(Cl)cc4)c(C)nn23)cc1` gave POLB inh inconclusive, Apoferritin bind 27%, G9a inh 30%[activator][59 µM], POLK inh -6%, BLM helicase inh 4%, APE1 inh 0%, POLI inh inconclusive, BAZ2B block -3% and POLH inh -8%.
For Cc1cccc(-c2noc(CSc3ccccc3)n2)c1 the results were POLB inh 31%, Apoferritin bind inconclusive, G9a inh 166%[activator][59 µM], POLK inh -1%, BLM helicase inh -3%, APE1 inh -3%, POLI inh -33%, BAZ2B block 181%[activator] and POLH inh 1%.
`COCCc1nc2ccc(C(=O)N3CCCCC3COC)cc2o1` (centres undefined) gave POLB inh 1%, Apoferritin bind 0%, G9a inh 24%, POLK inh -18%, BLM helicase inh 0%, APE1 inh -7%, POLI inh 24%, BAZ2B block -2%[57.1 µM] and POLH inh -9%.
For CSc1cc(-c2ccc(Cl)cc2)n(Cc2ccccc2)c(=O)c1C#N the results were POLB inh 40%, Apoferritin bind -15%, G9a inh -1%[59 µM], POLK inh -6%, BLM helicase inh -4%, APE1 inh 2%, POLI inh 6%, BAZ2B block 4% and POLH inh -16%.
CCN1C(C)=C(C(=O)OC(C)C)C(c2ccccc2Cl)C(C(=O)O)=C1C(=O)O (centres undefined) was read as Apoferritin bind -7%, POLK inh 18%[60.1 µM], BLM helicase inh 1% and APE1 inh inconclusive.
Screening Cc1cc(=O)[nH]c(SCC(=O)N2CCCC(C)C2)n1 (centres undefined) returned POLB inh 14%, Apoferritin bind -20%, G9a inh 15%, POLK inh -8%, BLM helicase inh -5%, APE1 inh 10%, POLI inh 36%[activator], BAZ2B block -5% and POLH inh 3%.
For S=c1sc2c(Cl)ncnc2n1-c1ccccc1 the results were POLB inh 2%, Apoferritin bind inconclusive, G9a inh 45µM*, POLK inh -1%, BLM helicase inh -9%, APE1 inh 4%, POLI inh -3%, BAZ2B block -23% and POLH inh -4%.
`CCOc1ccc(S(=O)(=O)Nc2cccc(C(=O)N3CCN(c4cccc(OC)c4)CC3)c2)cc1` gave G9a inh -42%, POLK inh -7%, APE1 inh -6%, POLI inh 7%, BAZ2B block -38% and POLH inh -4%.
C/C(CCc1ccc2c(c1)OCO2)=N\N=C(/N)SC1CC(=O)N(c2ccccc2F)C1=O (centres undefined) was read as POLB inh -1%, Apoferritin bind inconclusive, G9a inh 33%[0.501 µM], POLK inh -12%, BLM helicase inh 2%, APE1 inh -1%, POLI inh 15%, BAZ2B block 16µM* and POLH inh -22%.
Cc1ccn2c(Nc3ccc4c(c3)OCO4)c(-c3ccc(C)o3)nc2c1 was read as POLB inh 13%, Apoferritin bind 62%[activator], G9a inh 16µM*, POLK inh -14%, BLM helicase inh -8%, POLI inh 2%, BAZ2B block -35% and POLH inh -7%.
For Cc1ccc2nc(Cl)c3cc(C(=O)N4CCCCC4)sc3c2c1 the results were POLB inh 31%, Apoferritin bind inconclusive, G9a inh 2%[59 µM], POLK inh -8%, BLM helicase inh -4%, POLI inh -4%, BAZ2B block 6% and POLH inh -12%.
`Cc1cccc(Nc2nc(Cl)ncc2F)c1C` gave POLB inh 3%, Apoferritin bind inconclusive, G9a inh 3%[0.501 µM], POLK inh 3%, BLM helicase inh -5%, APE1 inh 30%, POLI inh 32%[activator], BAZ2B block -15% and POLH inh -15%.
O=C1CCC(C(=O)N2CCCCCCC2)CN1Cc1cccc(C(F)(F)F)c1 (centres undefined) was read as POLB inh 70%, Apoferritin bind -16%, POLK inh -5%, BLM helicase inh -10%, APE1 inh 14%, POLI inh 24%, BAZ2B block 8% and POLH inh -9%.
Screening NC[C@H](Cc1ccccc1)NCCCCC1CCCCC1 returned G9a inh -9%[0.501 µM], POLK inh 1%, APE1 inh 20%, POLI inh -14%, BAZ2B block -9% and POLH inh -18%.
Screening CCOCCCn1c(SCC(=O)OCC)nc2c(sc3ccccc32)c1=O returned POLB inh 28%, Apoferritin bind -10%, G9a inh 12%[59 µM], POLK inh 0%[60.1 µM], BLM helicase inh -1%, POLI inh 12%, BAZ2B block 6% and POLH inh -21%.
Screening COc1cc(/C=N/NC(=O)c2ccccc2O)ccc1OC(=O)CC1SC(=O)NC1=O (centres undefined) returned POLB inh 3%, Apoferritin bind 1%, G9a inh 1%, POLK inh inconclusive, BLM helicase inh 0%, APE1 inh 7%, POLI inh inconclusive, BAZ2B block -13% and POLH inh -19%.
For O=C(COc1ccccc1O)NCCN1CCOCC1 the results were POLB inh 51%, Apoferritin bind -7%, G9a inh 14%[59 µM], POLK inh -12%, BLM helicase inh 1%, APE1 inh -12%[12.4 µM], POLI inh 3%, BAZ2B block 0% and POLH inh 1%.
For Cc1ccc(C(=O)NCC(c2ccc(Cl)cc2)N2CCCCC2)cc1 (centres undefined) the results were POLB inh -1%, Apoferritin bind -10%, G9a inh 7%[59 µM], POLK inh -8%, BLM helicase inh -3%, POLI inh 20%, BAZ2B block -9% and POLH inh -12%.
`N=c1n(CC(=O)c2ccc(Br)s2)c2ccccc2n1Cc1ccccc1` gave POLB inh 13%, Apoferritin bind -19%, G9a inh inconclusive, POLK inh 5%, BLM helicase inh inconclusive, APE1 inh 4%, POLI inh 23%, BAZ2B block -37% and POLH inh -11%.
For Cc1ccc(NC(=O)c2cnc(N3CCCCC3)c3ccccc23)cc1Cl the results were POLB inh 13%, Apoferritin bind 112%[activator], G9a inh 42%[activator][59 µM], POLK inh -5%[60.1 µM], BLM helicase inh -7%, POLI inh inconclusive, BAZ2B block 20% and POLH inh 1%.
Screening COCCn1c(=O)c(CCc2ccccc2)nc2cnc(N3CCN(C)CC3)nc21 returned G9a inh -2%[12.7 µM], POLK inh -11%[60.1 µM], BLM helicase inh 0% and APE1 inh -8%.
O=C(Nc1ccc(S(=O)(=O)N2CCOCC2)cc1)c1cc(S(=O)(=O)N2CCOCC2)ccc1Cl was read as POLB inh 81%, Apoferritin bind -18%, G9a inh 10%, POLK inh 1%, BLM helicase inh -5%, APE1 inh 6%, POLI inh 46%[activator], BAZ2B block -5% and POLH inh -10%.
O=c1[nH]c(/C=C2\C=Nc3ccccc32)c(O)n1Cc1ccccc1F was read as POLB inh inconclusive, Apoferritin bind -13%, G9a inh -30%, POLK inh -4%, BLM helicase inh -10%, APE1 inh 5%, POLI inh 88%[activator], BAZ2B block -39% and POLH inh -14%.
CC1Sc2ccc(S(=O)(=O)NCc3ccccc3)cc2NC1=O (centres undefined) was read as POLB inh 17%, Apoferritin bind -6%, POLK inh -5%, BLM helicase inh 0%, APE1 inh 5%, POLI inh -12%, BAZ2B block 2% and POLH inh -4%.
For CC(C)CNC(=O)COC(=O)/C=C/c1ccccc1[N+](=O)[O-] the results were POLB inh 25%, Apoferritin bind -18%, G9a inh 7%[59 µM], POLK inh -2%, BLM helicase inh -2%, APE1 inh 6%, POLI inh 20%, BAZ2B block -5% and POLH inh 10%.

3 entries already listed, ordered by molar mass, low to high.
Screening Cc1cc(=O)[nH]c(SCC(=O)N2CCCC(C)C2)n1 (centres undefined) returned POLB inh 14%, Apoferritin bind -20%, G9a inh 15%, POLK inh -8%, BLM helicase inh -5%, APE1 inh 10%, POLI inh 36%[activator], BAZ2B block -5% and POLH inh 3%.
CC1Sc2ccc(S(=O)(=O)NCc3ccccc3)cc2NC1=O (centres undefined) was read as POLB inh 17%, Apoferritin bind -6%, POLK inh -5%, BLM helicase inh 0%, APE1 inh 5%, POLI inh -12%, BAZ2B block 2% and POLH inh -4%.
Screening COCCn1c(=O)c(CCc2ccccc2)nc2cnc(N3CCN(C)CC3)nc21 returned G9a inh -2%[12.7 µM], POLK inh -11%[60.1 µM], BLM helicase inh 0% and APE1 inh -8%.

Of the compounds above, these have a furan ring, fused or not:
`CN(C)CCCNC(=O)CC(c1ccc(F)cc1)c1ccco1` (centres undefined) gave POLB inh 41%, Apoferritin bind -10%, G9a inh 27%, POLK inh -8%, BLM helicase inh 3%, APE1 inh 1%, POLI inh 3%, BAZ2B block 12% and POLH inh -10%.
Cc1ccn2c(Nc3ccc4c(c3)OCO4)c(-c3ccc(C)o3)nc2c1 was read as POLB inh 13%, Apoferritin bind 62%[activator], G9a inh 16µM*, POLK inh -14%, BLM helicase inh -8%, POLI inh 2%, BAZ2B block -35% and POLH inh -7%.
